# Source: PubChem
# OX1R FRET antag – OX1R (human) antagonism; O43613; OX1R-expressing cells, FRET antagonist read-out; inhibition, % at 6.6 µM; 1.8% of 330,000 active; in the data active = inhibition mostly above about 38%, no sharp cut-off; inactive = mostly below about 40%;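 also: 0% = agonist challenge alone and 100% = reference antagonist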
# Target sequence (O43613 whole entry, looked up): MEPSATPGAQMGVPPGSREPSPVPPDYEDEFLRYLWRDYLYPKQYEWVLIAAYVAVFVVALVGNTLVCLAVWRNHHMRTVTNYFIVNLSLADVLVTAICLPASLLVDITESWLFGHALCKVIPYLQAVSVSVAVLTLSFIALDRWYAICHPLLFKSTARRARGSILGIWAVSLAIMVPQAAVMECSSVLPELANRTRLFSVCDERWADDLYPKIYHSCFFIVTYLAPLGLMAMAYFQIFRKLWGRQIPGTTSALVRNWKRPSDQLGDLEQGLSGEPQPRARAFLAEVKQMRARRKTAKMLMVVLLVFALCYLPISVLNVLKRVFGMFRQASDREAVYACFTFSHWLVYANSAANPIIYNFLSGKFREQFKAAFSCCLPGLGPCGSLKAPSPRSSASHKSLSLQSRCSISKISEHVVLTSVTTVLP
# KCNQ2 block – KCNQ2 channel blockers in CHO-K1 cells – cell-based, FluxOR thallium flux, B-score, primary screen (AID 2156) | 20 min; active compounds read low | O88943 | 1.1% of 310,000 active | B-score at 10 µM;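 active = fluorescence ratio B-score at most minus 3 library SDs, with starting brightness B-score within 2 library SDs, cut at about -5.5 in these data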
# STK33 inh – inhibitors of human STK33 kinase; Q9BYT3; purified STK33, MBP phosphorylation, ADP-Glo luminescence; inhibition, % at 10 µM; 0.073% of 320,000 active;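 active = inhibition at or above 25%, using the most active replicate where run in duplicate; inactive = inhibition below 25%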
# Target sequence (Q9BYT3 whole entry, looked up): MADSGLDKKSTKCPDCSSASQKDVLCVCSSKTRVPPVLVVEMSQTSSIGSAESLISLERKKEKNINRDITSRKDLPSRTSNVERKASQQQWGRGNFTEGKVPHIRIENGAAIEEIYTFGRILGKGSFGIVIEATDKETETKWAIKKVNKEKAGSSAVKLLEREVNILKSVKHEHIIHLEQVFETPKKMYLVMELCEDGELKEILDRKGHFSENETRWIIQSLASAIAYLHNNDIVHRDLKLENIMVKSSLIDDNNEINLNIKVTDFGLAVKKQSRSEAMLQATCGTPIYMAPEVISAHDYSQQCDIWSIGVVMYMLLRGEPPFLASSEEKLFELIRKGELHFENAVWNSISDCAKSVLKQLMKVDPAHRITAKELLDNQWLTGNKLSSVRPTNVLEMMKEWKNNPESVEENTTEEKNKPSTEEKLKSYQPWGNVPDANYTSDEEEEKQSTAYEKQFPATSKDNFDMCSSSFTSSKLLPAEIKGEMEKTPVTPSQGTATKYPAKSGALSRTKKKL
# * = called active by the depositor; i = inactive; / = no result given.
SMILES	OX1R FRET antag	KCNQ2 block	STK33 inh
CCOC(=O)/C=C/c1ccc2c(c1)S(=O)(=O)N(Cc1ccc(OC)cc1)[C@H]2CC(=O)OCC	27.1	i	-1.3
Cc1ccc(C(=O)C(C)OC(=O)Cn2[nH]c(=O)c3ccccc3c2=O)cc1C (stereo not given)	27.1	i	0.9
CN(C)CCCn1c(SCC(=O)Nc2nc(-c3cccc(Br)c3)cs2)nc2ccccc2c1=O	10.6	i	-1.9
C[C@@H](NC(=O)[C@@H]1Cc2ccccc2CN1)C(=O)Nc1ccc2c(c1)OCO2	19.1	i	1.1
O=C(NCc1ccc[n+](CCCCS(=O)(=O)[O-])c1)c1ccc(OC(F)F)cc1	-1.1	i	2.4
CCN(CC)S(=O)(=O)c1cc(C)ccc1NC(=S)Nc1cccnc1	13.6	i	1.5
O=C(NC1CCN(C(=O)Nc2ccccc2)CC1)C1CCCCC1	16.4	i	/
O=C(Cn1cncn1)c1ccccc1	6.3	i	0.2
COc1ccc(N(C)S(=O)(=O)c2ccc3c(c2)NC(=O)CO3)c(OC)c1	2.3	i	/
Cc1cccc(N(C(=O)Nc2ccc(Cl)cc2)C2=NCC(C)S2)n1 (stereo not given)	24.7	i	-1.1
CC(=O)Nc1ccc(NC(=O)C(C)OC(=O)CC2CCCC2)cc1 (stereo not given)	9.6	i	-0.5
Cc1ccc(NC(=O)CN(C)C(C)C(=O)N2CC(C)CC(C)C2)cc1 (stereo not given)	-2.0	/	-0.3
Cc1cc(NC(=S)N(CCN2CCOCC2)Cc2ccccc2F)ccc1Cl	18.1	i	-1.4
CC(C)(C)NC(=O)Cn1cnc2cc([N+](=O)[O-])ccc2c1=O	131.8*	i	0.9
O=c1oc2cccnc2n1CCS(=O)(=O)c1ccc(F)cc1	1.5	i	0.7
Cc1ccc(S(=O)(=O)N(CC(=O)NCc2cccnc2)C2CCCCC2)cc1	20.6	i	-1.1
CCOC(=O)/C=C/C(=O)N1CCc2ccccc21	13.8	i	0.0
COc1ccc(C(=O)NNC(=O)OC(C)(C)C)cc1	17.1	i	1.3
CCOC(=O)c1sc(NC(=O)c2ccco2)c(C#N)c1C	14.6	i	-0.8
CC(C)(c1ccccc1)c1ccc(OCC(O)CNC2CCN(Cc3ccccc3)CC2)cc1 (stereo not given)	7.3	-8.26*	0.1
O=C(c1cccc(OC2CCN(C3CCCC3)CC2)c1)N1CCCCCCC1	0.7	i	2.7
CCC(C)(C)NC(=O)/C=C/c1ccccc1[N+](=O)[O-]	11.7	i	-1.9
Cc1cccc(C)c1NC(=S)NC(=O)c1ccccc1F	-9.3	i	-0.3
Cc1cc(C(=O)OCC(=O)Nc2cccc(S(=O)(=O)N(C)C)c2)c2ccccc2n1	38.6	i	-1.7
CCOc1ccccc1OCC(=O)Nc1c(C)n(C)n(-c2ccccc2)c1=O	4.4	/	-1.5
Cc1cc(S(=O)(=O)Cc2noc(-c3c(C)noc3C)n2)c(C)cc1Cl	10.2	i	-1.3
CC1CCc2c(cnc3ncnn23)C1 (stereo not given)	13.6	i	-2.4
CCn1cc(C(=O)O)c(=O)c2cnc(N3CCN(C(=S)Nc4ccccc4)CC3)nc21	13.6	i	0.3
O=C(CCNC(=O)c1ccc(Br)cc1)NCC(c1ccco1)N1CCCCC1 (stereo not given)	7.2	/	-1.4
Nc1cccc2c1C(=O)N(Cc1cccc(Cl)c1)C2=O	25.3	i	-0.7
O=C1c2ccsc2SCCN1Cc1ccccc1Cl	27.6	i	-0.4
O=S(=O)(Nc1cccc(-c2ccc(N3CCCCCC3)nn2)c1)c1ccc(F)cc1	6.8	i	-0.5
CCN(CC)CC(=O)Nc1c(Br)ccc2c1OCO2	15.9	i	0.5
CC1=NN(c2ccc(C)c(C)c2)C(=O)/C1=C\C=C\c1ccc([N+](=O)[O-])o1	5.0	i	-0.5
Cc1oc(-c2ccc(Cl)cc2)nc1CS(=O)CC(=O)NC1CCCC1 (stereo not given)	2.7	i	0.3
CCc1ccc(C(=O)OCC(=O)Nc2cccc(S(=O)(=O)NC3=NCCCCC3)c2)cc1	5.5	i	0.8
Cc1cccc(NC(=O)CN2C(=O)NC(Cc3ccccc3)C2=O)c1 (stereo not given)	31.9	i	0.1
O=C(NCc1ccc(Cl)cc1)C1CCN(S(=O)(=O)c2cc([N+](=O)[O-])ccc2Cl)CC1	19.4	i	0.3
OC1(c2ccccc2)c2ccccc2-c2ncccc21 (stereo not given)	19.6	i	-1.6
CC(C)CCNC(=O)CN(C(=O)CCC(=O)Nc1nccs1)c1ccc2c(c1)OCCO2	5.4	i	-1.3
CCCCn1c(N)c(N(CC(C)C)C(=O)c2ccc(C)c(S(=O)(=O)N3CCCCC3)c2)c(=O)[nH]c1=O	7.0	i	/
COc1ccc(NC(=O)CN(C)C(=O)CCCc2nc3ccccc3c(=O)[nH]2)cc1	15.8	i	-2.4
O=c1cc(-c2ccccc2[N+](=O)[O-])oc2ccccc12	22.1	i	-0.9
CCSc1nc2sc3c(c2c(=O)n1-c1ccccc1)CCN(C)C3	-6.8	i	8.5
COc1ccc(-n2c(SCC(=O)Nc3nccs3)nnc2-c2ccccc2)cc1	13.1	i	-0.5
O=C1ON=C(c2ccc(Cl)c([N+](=O)[O-])c2)/C1=C/c1cccc([N+](=O)[O-])c1O	-2.7	/	0.5
O=C(N/C(=C\c1ccccc1)C(=O)N1CCOCC1)c1ccccc1Br	14.9	i	-2.2
Cc1ccc(/C=N/NC(=O)c2nnn(-c3nonc3N)c2C(C)C)s1	25.3	i	-2.5
Cc1ccc(C(=O)OCC(=O)NC(=O)c2ccc(C(C)(C)C)cc2)c(O)c1	18.7	i	-1.0
CC(C)CCn1nnnc1CN1CCN(C(c2ccccc2)c2ccccc2)CC1	6.4	-5.73*	-0.4

# Later entries
SMILES	OX1R FRET antag	KCNQ2 block	STK33 inh
CCOC(=O)Nc1ccc2c(c1)nc(CN1CCCCC1)n2C	16.7	i	-1.4
CC(=O)c1ccccc1Oc1ncnc(N)c1[N+](=O)[O-]	16.5	i	0.2
CC1CCc2c(nc3ncnn3c2NCCN(C)C)C1 (stereo not given)	12.1	i	-0.2
O=C(Nc1c(-c2ccccc2)nc2c(Br)cc(Br)cn12)c1ccco1	23.0	i	0.5
O=C1C2C(C(=O)N1Cc1cccnc1)C1C=CC2C12CC2 (stereo not given)	10.6	i	-0.9
CCOC(=O)/C=C1\SCC(=O)N1CC(O)CN1C(=O)CS/C1=C\C(=O)OCC	6.0	i	-2.1
CCOc1ccccc1NC(=O)Nc1ccc(OC)nc1	/	i	1.3
CN=C1S/C(=C\c2c(OC)cc(OC)cc2OC)C(=O)N1C	14.6	i	0.5
Cc1cnc(NC(=O)[C@H](C)N2C(=O)C3CCCCC3C2=O)s1 (stereo not given in full)	15.9	i	-1.6
COc1ccc(C(=O)NCC(=O)Nc2cccc(S(=O)(=O)N3CCCC3)c2)cc1	-0.1	/	-0.3
CCOC(=O)/C=C1\NC2(CCCCC2)Cc2cc(OC)c(OC)cc21	9.6	i	-0.7
Cc1cccc(NC(=O)Cn2cnc3sc(C)c(S(=O)(=O)N4CCC(C)CC4)c3c2=O)n1	9.4	i	-0.3
CC(C)(C)CC(C)(C)NCC(O)COc1c(F)cc(Br)cc1F (stereo not given)	-4.4	/	-1.3
CN(C1CCCCC1)S(=O)(=O)c1ccc(SCC(=O)NC(C)(C)C)nc1	14.7	/	-0.3
O=C(c1cccs1)N1CCN=C1SCc1ccccc1	33.0	i	-0.9
OCCC1CN(Cc2cccc3nccnc23)CCN1C1CCCC1 (stereo not given)	29.4	i	-0.1
CC(=O)Nc1ccc(S(=O)(=O)N(C)CC(=O)N/N=C/c2cccs2)cc1	22.7	i	-0.2
CN(C)S(=O)(=O)c1cccc(NC(=O)CNC2CCCCC2)c1	15.0	i	-0.5
O=C(CN1CCN(c2ccc(F)cc2)CC1)c1ccc2c(c1)OCO2	15.1	i	0.1
CCOc1ccc(/C(O)=C2/C(=O)C(=O)N(c3ncccn3)C2c2ccc(C)cc2)cc1 (stereo not given)	4.8	i	-2.4
Cc1[nH]c(C(=O)O)c(C#N)c1C(=O)c1ccccc1	2.7	i	0.5
O=C(CN1CCN(c2ccccn2)CC1)Nc1cccc(C(F)(F)F)c1	-0.4	i	-0.4
CC(C)OC(=O)CSc1nnc(-c2ccccn2)n1-c1ccccc1	5.5	i	-2.2
Cc1cc2cc(CNC(=O)CCC(=O)O)ccc2n1C	16.7	i	0.2
COC(=O)Cc1c(C)c2ccc(OC(=O)c3ccccc3)cc2oc1=O	9.8	i	-1.0
COc1ccc(-c2cc(C(=O)NCCCN3CCOCC3)c3ccccc3n2)cc1OC	32.4	i	/
Cc1cccc(NC(=O)Nc2cc(C)cc(C)n2)c1	32.9	i	-0.2
Cc1cc(C)c2cc(C(=O)Nc3ccc(C)c(F)c3)[nH]c2c1	/	i	-0.3
CCOC(=O)C1CCCN(C(=O)c2ccc(CS(=O)(=O)c3ccc(C)cc3)o2)C1 (stereo not given)	7.3	i	-2.2
COc1ccc(C(=O)Nn2c(SCC(=O)NC3CCCC3)nc3ccccc3c2=O)cc1	19.7	i	-1.8
CC(C)(C)C(=O)Nc1cc2c3c(c1)CC(=O)N3CCC2	11.6	i	-2.0
CC(C)(C)c1ccc(C(=O)Nc2nnc(Cc3c[nH]c4ccccc34)s2)cc1	19.7	i	-1.2
COc1ccc(OC)c(NC(=O)C(=O)c2cn(CC(=O)N3CCCC3)c3ccccc23)c1	24.2	i	-0.5
CCOc1ccc(S(=O)(=O)NCCC(=O)NCC(c2ccc(F)cc2)N2CCOCC2)cc1 (stereo not given)	10.2	i	-1.7
COC(=O)c1c(NC(=O)CN2C(=O)NC(CCc3ccccc3)C2=O)sc2c1CCCCC2 (stereo not given)	1.0	i	0.5
CCOC(=O)c1c(C)n(CC(O)CN(CC)CC)c2cc(Br)c(OC)cc12 (stereo not given)	15.1	i	2.2
Cc1ccccc1Nc1cc(C)c2c(O)cccc2n1	11.5	i	2.4
CCOc1ccc(-n2nc3ccc(N)cc3n2)cc1	/	i	-0.5
CC(=O)c1cc(-c2ccccc2)n(CCC(=O)NC2CCCCC2)c1C	8.1	i	-1.5
N/C(CSc1ccccn1)=N\OCc1c(Cl)cccc1Cl	7.2	i	-0.4
CCOC(=O)c1ccccc1NC(=O)COc1cc(=O)n(CC)c2ccccc12	11.9	i	-0.6
COc1ccc(S(N)(=O)=O)cc1C(N)=O	0.9	i	0.0
CCN(c1ccccc1)S(=O)(=O)c1ccc(OC)c(NC(=O)CNC)c1	5.8	i	-0.2
COc1ccc(NC(=O)CCSc2ccc(F)cc2)cc1	35.3	i	-0.8
Cc1cccc(Nc2cc(C)nc3ccccc23)c1	-0.9	i	-0.7
Cc1nnc(-c2ccccc2)o1	10.5	i	-2.0
Cc1c(NC(=O)CSc2nnnn2Cc2ccccc2)c(=O)n(-c2ccccc2)n1C	13.4	i	-1.8
O=C(OCc1nc2ccsc2c(=O)[nH]1)c1ccccc1	13.8	i	-1.8
O=C(O)c1ccc(NC(=S)N2CCCCC2)cc1	21.5	i	0.2
c1ccc(CSc2ccc3nnc(-c4cccnc4)n3n2)cc1	23.5	i	/

# Complete entries from above. Order of values: OX1R FRET antag | KCNQ2 block | STK33 inh
# Record of CCC(C)(C)NC(=O)/C=C/c1ccccc1[N+](=O)[O-] → 11.7 | i | -1.9
# Record of CC(C)(C)NC(=O)Cn1cnc2cc([N+](=O)[O-])ccc2c1=O → 131.8* | i | 0.9

# With a hit mark in OX1R FRET antag, of those listed so far:
SMILES	OX1R FRET antag	KCNQ2 block	STK33 inh
CC(C)(C)NC(=O)Cn1cnc2cc([N+](=O)[O-])ccc2c1=O	131.8*	i	0.9

# (further entries)
SMILES	OX1R FRET antag	KCNQ2 block	STK33 inh
S=C1NNC2(CC3CC2C2CCCC32)NN1 (stereo not given)	9.6	i	-0.1
CCOC(=O)C1CCCN(C/C=C/c2ccccc2[N+](=O)[O-])C1 (stereo not given)	9.9	i	0.2
CS(=O)(=O)N1N=C(c2ccco2)CC1c1ccc(Br)cc1 (stereo not given)	1.6	i	1.2
O=c1c2ccccc2nc(SCc2nc3ccccc3s2)n1CCCO	23.2	i	-0.8
O=S1(=O)Nc2c(ccc3cccnc23)-c2ccccc21	26.8	i	-1.3
COCCN1CCn2c(nc3cc(Nc4nnc(C)c5ccccc45)ccc32)C1	21.3	i	-1.5
Cn1cc(Br)c(-c2cccc(N3C(=O)CC(C)(C)CC3=O)c2)n1	3.2	i	-1.0
Cc1ccc(NC(=S)NC(=O)c2cncc(Br)c2)cc1Cl	-0.2	i	-0.4
COc1ccc(-c2noc(CCc3ccccc3)n2)cc1	36.4	i	0.1
CN(C)CCNc1ncnc2oc(-c3ccccc3)c(-c3ccccc3)c12	/	i	2.0
CCCCNC(=O)c1oc2ccc(S(=O)(=O)N3CCCC3)cc2c1C	30.0	i	-0.5
CCCC(=O)Nc1c2c(nn1-c1ccc(OC)cc1)CS(=O)(=O)C2	7.7	i	-0.5
CC(=O)Nc1ccc(Sc2ccccc2C(=O)O)cc1	2.1	i	-2.1
O=C1C(Cl)=C(NCCN2CCOCC2)C(=O)c2ccccc21	61.4*	i	-3.4
CCOC(=O)c1cc2sc(C)cc2n1CC(=O)NCc1ccc(F)cc1	1.7	i	-2.3
CC(=O)c1ccc(NC(=O)CCNC(=O)c2ccc(Cl)cc2)cc1	-0.1	i	-1.6
